RAM network inh – inhibitors of the yeast RAM network, primary screen, dse1pr::URA3 reporter, 5-FOA selection; S. cerevisiae dse1pr::URA3 reporter, 5-FOA growth OD615, 2 d; analog-sensitive cbk1-as2 kinase mutant strain; actives 1.8% (n = 190,000); inhibition, % at 50 µM;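 active = inhibition above a set limit, 3 SD over mean compound inhibition, cut at about 8.4% in these data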;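 also: 0% = DMSO-only wells with no growth and 100% = 10 µM 1-NA-PP1 full growth; inhibition rescues growth on 5-FOA so higher OD means more RAM inhibition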
PPARg SRC2 recr – agonists of PPARg-SRC-2 recruitment, primary screen, biochemical, HTS; Peroxisome proliferator-activated receptor gamma (Homo sapiens), P37231; activation, % at 8 µM; AID 1032, 2008; actives 0.34% (n = 200,000); PPARgamma LBD-SRC-2 recruitment; in the data active = activation above about 22%;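 also: 0% = vehicle and 100% = reference agonist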
S1P3 antag – S1P3 receptor antagonists, primary screen, cell-based. CHO S1P3 NFAT-BLA reporter, FRET fluorescence, antagonist mode. inhibition, % at 4.98 µM. actives 0.27% (n = 170,000). Sphingosine 1-phosphate receptor 3 (Homo sapiens), Q99500;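 active = inhibition above the plate cutoff, the mean inhibition of test wells on that plate plus 3 SD, cut at about 28% in these data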;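 also: cells challenged with S1P at its EC80 of 0.8 µM; blue over green emission ratio from cleaved BLA substrate after 4 h stimulation; 0% = S1P-stimulated wells and 100% = unstimulated DMSO-only wells; some compounds past the cut are filed as inactive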
PPARg SRC-3 ag – PPARgamma agonists recruiting SRC-3 coactivator, primary screen, biochemical | activation, % at 8 µM | AID 731, 2007 | actives 0.26% (n = 200,000) | biochemical PPARgamma/SRC-3 coactivator recruitment assay | Peroxisome proliferator-activated receptor gamma (Homo sapiens), P37231; in the data active = activation above about 23%;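 also: 0% = DMSO and 100% = reference agonist; some compounds past the cut are filed as inactive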
STAT1 blocker – STAT1 signaling inhibitors, primary screen, cell-based, HTS, luciferase reporter | NIH 3T3 STAT1-luciferase reporter, IFN-gamma, luminescence | inhibition, % at 5.5 µM | actives 0.35% (n = 200,000) | AID 920, 2007;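 active = inhibition above a set limit, the mean inhibition across all tested compounds plus 3 SD, cut at about 34% in these data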;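 also: 0% = IFN-gamma with DMSO and 100% = IFN-gamma with 300 µM nifuroxazide; values of inactives mirror those of a sister screen read the other way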
PPARg SRC1 recr – PPARgamma agonists recruiting SRC-1 coactivator, primary screen, biochemical; Peroxisome proliferator-activated receptor gamma (Homo sapiens), P37231; PPARgamma-SRC-1 coactivator recruitment biochemical assay; activation, % at 8 µM; actives 0.41% (n = 200,000); in the data active = activation above about 19%;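 also: 0% = DMSO and 100% = reference agonist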
TR-FRET SRC-2 ct – TR-FRET signal artefacts, primary screen, artefact control for PPARgamma SRC-2 agonist project, biochemical; TR-FRET artefact counter-screen; hits give high values; TR-FRET ratio at 8 µM; actives 0.4% (n = 200,000); AID 1049, 2008; in the data active = TR-FRET ratio above about 2000; also: inactives centre near 1500
TLR4 MyD88 comp – inhibitors of TLR4-MyD88 association in cells, primary screen, cell-based, HeLa CL3-4, BLA complementation, FRET ratio; Toll-like receptor 4 (Homo sapiens) + Myeloid differentiation primary response protein …; HeLa CL3-4 TLR4/MyD88 BLA complementation; inhibition, % at 8.4 µM; actives 0.18% (n = 200,000); AID 861, 2007; in the data active = inhibition above about 25%;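 also: 0% = vehicle and 100% = reference inhibitor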
Target sequence (O00206 whole entry, looked up): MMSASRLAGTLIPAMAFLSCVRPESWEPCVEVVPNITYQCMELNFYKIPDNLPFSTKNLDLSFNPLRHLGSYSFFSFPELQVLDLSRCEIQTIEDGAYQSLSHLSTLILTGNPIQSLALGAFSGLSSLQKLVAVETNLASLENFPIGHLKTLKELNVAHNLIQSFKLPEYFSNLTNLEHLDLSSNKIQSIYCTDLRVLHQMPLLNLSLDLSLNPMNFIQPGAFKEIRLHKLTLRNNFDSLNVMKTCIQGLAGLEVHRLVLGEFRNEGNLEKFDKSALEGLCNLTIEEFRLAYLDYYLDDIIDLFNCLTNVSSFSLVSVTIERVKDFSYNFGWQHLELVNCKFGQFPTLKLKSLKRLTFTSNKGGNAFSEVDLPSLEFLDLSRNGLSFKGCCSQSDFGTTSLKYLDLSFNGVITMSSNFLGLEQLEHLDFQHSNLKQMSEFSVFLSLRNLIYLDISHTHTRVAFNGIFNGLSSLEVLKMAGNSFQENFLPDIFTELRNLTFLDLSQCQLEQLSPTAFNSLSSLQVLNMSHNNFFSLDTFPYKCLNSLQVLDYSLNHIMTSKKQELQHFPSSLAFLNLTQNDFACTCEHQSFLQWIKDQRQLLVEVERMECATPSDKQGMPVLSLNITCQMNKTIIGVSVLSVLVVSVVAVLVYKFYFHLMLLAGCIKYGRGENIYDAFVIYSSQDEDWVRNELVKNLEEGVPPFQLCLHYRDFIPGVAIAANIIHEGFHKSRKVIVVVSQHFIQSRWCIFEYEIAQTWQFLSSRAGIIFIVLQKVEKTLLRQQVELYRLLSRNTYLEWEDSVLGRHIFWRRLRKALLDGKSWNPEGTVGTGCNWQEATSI
Target sequence (Q99836 whole entry, looked up): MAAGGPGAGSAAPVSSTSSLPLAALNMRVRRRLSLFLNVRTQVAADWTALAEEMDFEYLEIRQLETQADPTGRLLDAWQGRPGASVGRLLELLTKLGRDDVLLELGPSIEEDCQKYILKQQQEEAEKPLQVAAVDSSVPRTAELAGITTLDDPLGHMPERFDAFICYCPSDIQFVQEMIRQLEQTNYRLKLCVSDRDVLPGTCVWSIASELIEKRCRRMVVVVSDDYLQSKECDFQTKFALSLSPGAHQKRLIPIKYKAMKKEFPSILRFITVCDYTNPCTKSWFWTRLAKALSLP
STAT3 act – IL-6 driven STAT3 reporter potentiators, primary screen, U3A cells, luciferase, luminescence, MLSCN library; IL-6 STAT3-luciferase reporter; 100% = signal with IL-6 EC80 alone; actives 0.91% (n = 190,000); activation (% of control), % at 5.6 µM;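 active = activation above the screen-wide mean of compound activation plus 3 SD, cut at about 130% in these data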;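 also: 0% = background luminescence of wells with medium and substrate only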
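Material: human STAT1-deficient U3A cells with stable STAT3-luciferase reporter / Probe or stimulus: IL-6 stimulus at 33 ng/mL final / Schedule: 1 h compound pre-exposure, 6 h IL-6 stimulation, 37 °C / Technique: luminescence / Read-out basis: percent of IL-6-only median luminescence / Control set: IL-6-only high control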
STAT3 blocker – IL-6 driven STAT3 reporter inhibitors, primary screen, U3A cells, luciferase, luminescence, MLSCN library. IL-6 STAT3-luciferase reporter; host cell line lacks STAT1. inhibition, % at 5.5 µM. actives 0.89% (n = 190,000). AID 862, 2007;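 active = inhibition above the mean inhibition across all screened compounds plus 3 SD, cut at about 44% in these data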;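 also: 0% = DMSO only wells and 100% = 100 µM nifuroxazide control wells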
ROMK mod – ROMK potassium channel modulators, primary screen, cell-based, thallium flux, MLSMR library; actives 2% (n = 130,000); AID 1918, 2009; B-score at 10 µM; Tet-inducible ROMK, thallium flux fluorescence; actives lie on both sides; ATP-sensitive inward rectifier potassium channel 1 (Homo sapiens), P48048;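 active = signal ratio slope over the read window, or its plate-corrected B-score, at least 3 SD from the plate mean, either direction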;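 also: B-score of the F/F0 ratio slope over 7 to 12 s after thallium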
Starred values were filed as active, the others as inactive; nt = not tested or not shown.

SMILES | RAM network inh | PPARg SRC2 recr | S1P3 antag | PPARg SRC-3 ag | STAT1 blocker | PPARg SRC1 recr | TR-FRET SRC-2 ct | TLR4 MyD88 comp | STAT3 act | STAT3 blocker | ROMK mod
CCOc1ccccc1C1NC(=O)NC(C)=C1C(=O)OCc1ccco1 (configuration not stated) | 2.6 | -5 | -31 | 2 | 2 | 4 | 1512 | 0 | 97 | 6 | -0.24
CCOC(=O)c1nnn(CC(=O)NC(=O)Nc2cccc(CC)c2)c1C(=O)OCC | 8.3 | 0 | 1 | 0 | -3 | 2 | 1326 | -7 | 106 | 2 | -0.13
CN1C(=O)N(C)C(NC(=O)Nc2ccccc2)C1NC(=O)Nc1ccccc1 (configuration not stated) | 1.7 | -2 | -20 | -5 | 6 | -4 | 1503 | 1 | 101 | 4 | nt
CC(C)OC(=O)/C(C#N)=C/c1ccc(-c2ccc(SC(F)F)cc2)o1 | 8.2 | -6 | -7 | -5 | -2 | 3 | 1455 | 26* | 111 | -10 | nt
CCC(C)NC(=O)C(NS(=O)(=O)c1cccc2nsnc12)c1ccccc1 (configuration not stated) | -0.4 | -2 | -20 | 7 | 1 | -6 | 1304 | 2 | 139* | -39 | nt
Brc1c(CSc2nncn2-c2ccccc2)nc2sccn12 | 2.0 | -10 | nt | -11 | 6 | 3 | 1533 | 0 | 101 | 4 | 0.23
CCCC(=O)Nc1ccc(C(=O)NNC(=S)NC(=O)c2cccs2)cc1 | 5.2 | 10 | nt | 12 | 8 | 2 | 1577 | 2 | 105 | 0 | nt
CCn1nc(C)c(NC(=O)/C=C/c2ccc(OC)c(COc3ccc(Br)cc3)c2)c1C | 2.1 | 0 | nt | 0 | -1 | -6 | 1468 | 14 | 80 | 27 | -1
Cc1c(C(=O)Nc2ccncc2)oc2ccccc12 | 3.6 | 3 | 2 | 4 | -9 | 0 | 1547 | -8 | 81 | 26 | nt
CC(C)(Oc1ccc(Br)cc1)C(=O)N1CCc2ccccc21 | 1.2 | 13 | nt | -1 | 3 | 7 | 1530 | -20 | 101 | -1 | -0.16
Cc1ccc(CC2CC(=O)N(c3ccc(C)cc3)C2=O)cc1 (configuration not stated) | 3.4 | 10 | -7 | 2 | -6 | 10 | 1641 | -3 | 104 | 0 | 0.34
Cc1csc(NC(=O)CSc2nnc(C)c(=O)n2N)n1 | 3.2 | 7 | -16 | 3 | -5 | 2 | 1593 | 7 | 99 | 5 | -0.38
c1cc2c(cc1Nc1nc(-c3ccc4c(c3)OCO4)cs1)OCCO2 | 2.8 | 4 | 14 | -5 | -40 | 0 | 1436 | -1 | 92 | 9 | 0.07
Cc1nc(NC(=O)c2cc(-n3cnnc3)ccc2Cl)ccc1Br | -0.8 | 1 | nt | -1 | -2 | 1 | 1503 | -3 | 98 | 6 | nt
CS(=O)(=O)N(C(=O)NC(=O)NC1CCS(=O)(=O)C1)C1CCCCC1 (configuration not stated) | 0.7 | 1 | -10 | 8 | 2 | -3 | 1602 | -11 | 96 | 14 | nt
CC(C)N1CCC(NC(=O)Nc2ccccc2)CC1 | 2.2 | 5 | -10 | 2 | 5 | 13 | 1778 | -1 | 98 | 11 | 0.026
COc1ccc(S(=O)(=O)N2CCN(C(=O)[C@@H]3CCC(=O)N3C3OC(=O)c4ccccc43)CC2)cc1 (some centres not stated) | 0.2 | 0 | -28 | -1 | -2 | -5 | 1429 | 1 | 99 | 3 | -0.38
COc1ccccc1OCc1nnc(SCC(=O)NCc2ccco2)n1Cc1ccco1 | 2.6 | -1 | -11 | -5 | 1 | -1 | 1368 | -14 | 99 | 10 | nt
COc1ccc(CC(NC(C)=O)C(=O)NC2CCN(c3c4c(nc5ncnn35)CCC4)CC2)cc1 (configuration not stated) | 1.4 | 10 | -12 | -4 | 3 | 11 | 1648 | -6 | 98 | 9 | nt
COc1ccc(CN2C(=O)c3ccccc3C2=O)cc1C(=O)Nc1ccc(C)cc1C | 6.3 | 14 | 12 | -1 | -3 | 1 | 1729 | -10 | 93 | 8 | 0.71
Cc1[nH]c2ccccc2c1C(=O)CNc1nccs1 | -0.8 | 2 | nt | -5 | 2 | 0 | 1403 | -7 | 97 | 7 | nt
Cc1nnc(N(C)C(=O)c2ccncc2)s1 | 1.2 | 1 | -18 | -1 | 11 | -1 | 1572 | -10 | 99 | 4 | -0.71
COC(=O)COc1cccc2c(=O)n(CC(=O)NCCc3ccccc3)ccc12 | -0.5 | 3 | -6 | 2 | 4 | -6 | 1562 | -14 | 98 | 2 | 0.29
N#Cc1ccc(-c2ccc(F)cc2)nc1Sc1ccc(F)cc1 | 2.2 | -4 | nt | -8 | 7 | 0 | 1546 | 6 | 105 | 2 | -0.92
S=C(NC1CCCCC1)N1CCN(Cc2ccccc2)CC1 | -0.4 | -3 | 16 | -1 | 5 | 7 | 1589 | -6 | 89 | 16 | -0.84
O=C(NC(Cc1c[nH]c2ccccc12)C(=O)N1CCOCC1)c1cccs1 (configuration not stated) | 2.4 | 14 | -10 | 2 | 2 | 6 | 1511 | -10 | 104 | 0 | 0.33
COC(=O)c1ccc(OCC(O)CN(CCO)CC(O)Cn2ccc3ccccc32)cc1 (configuration not stated) | 2.3 | 4 | 9 | 3 | 2 | 3 | 1417 | 14 | 87 | 17 | nt
CCCC(=O)Nc1nc(C)c(-c2csc(Nc3ccccc3C)n2)s1 | 2.8 | 7 | nt | 11 | -2 | 6 | 1576 | -13 | 101 | 6 | -15*
O=C(Nc1ccc(N2CCCC2)cc1)c1ccc(Br)o1 | 4.3 | 9 | 24 | 5 | -72 | 8 | 1748 | 8 | 87 | 19 | nt
O=C(Nc1nc2ccc(Cl)cc2s1)c1ccc(N2CCCCC2)c([N+](=O)[O-])c1 | 6.4 | 16 | -1 | 4 | 4 | 0 | 1604 | -30 | 107 | -8 | 0.045
CC(=O)C1=C(C)NC(=S)NC1c1cccc([N+](=O)[O-])c1 (configuration not stated) | 2.3 | -5 | -15 | -5 | -4 | -4 | 1552 | 12 | 107 | -3 | -0.063
Cc1occc1-c1nnc(-c2cc([N+](=O)[O-])cc([N+](=O)[O-])c2)o1 | 0.8 | 4 | 6 | 0 | -2 | -5 | 1588 | -10 | 95 | 8 | 0.76
O=C(Nc1ccc(N2CCCCC2)cc1)c1ccccc1 | 4.8 | 0 | -24 | 7 | 5 | 19* | 1498 | 1 | 49 | 66* | nt
O=S(=O)(c1ccc(NC(=S)NN=C2CCCCC2)cc1)N1CCOCC1 | 0.6 | 8 | -8 | 1 | -1 | 4 | 1738 | -3 | 101 | 2 | 0.78
COc1cc(NC(=O)c2cc3ccccc3o2)c(OC)cc1Cl | 3.8 | -2 | 4 | -5 | 1 | 5 | 1493 | -5 | 154* | -57 | nt
CSc1ccc(/C=C/C(=O)c2ccc(NC(=O)C(C)C)cc2)cc1 | 10* | 8 | nt | 0 | 0 | -5 | 1546 | 2 | 94 | 14 | 0.51
C#CCNC(=O)C1=C[C@@H](C(C)(C)C)C[C@@H](OCc2ccc(CO)cc2)O1 | 2.1 | 5 | -4 | 3 | 3 | 1 | 1573 | -3 | nt | nt | nt
COc1ccc(NC(=O)CN2CCN(CC(=O)Nc3ccc4c(c3)OCO4)CC2)cc1 | 1.1 | 1 | 12 | -6 | 0 | -5 | 1262 | -21 | 101 | 6 | -1.2
COc1ccc(NC(=O)Nc2ccc(OC)cc2)cc1 | 3.7 | -2 | nt | 3 | -16 | -1 | 1734 | 5 | 101 | 2 | 0.36
Cc1nn(C)c(C)c1NC(=O)CCl | 1.5 | 9 | -9 | 0 | -12 | 0 | 1813 | 3 | 102 | 0 | 0.31
Cc1ccc(C(=O)NC(=S)Nc2ccccc2C)cc1 | -0.4 | 5 | 7 | 2 | -34 | -1 | 1603 | -12 | 96 | 7 | -0.34
Cc1ccc2ccc(C(Nc3cccc(C(F)(F)F)c3)c3cccnc3)c(O)c2n1 (configuration not stated) | 1.3 | 1 | -17 | -3 | 0 | -3 | 1515 | 1 | 101 | 1 | 0.61
COc1ccc(/C=C/C(=O)c2ccc(OC)cc2O)cc1 | 8.8* | 1 | -2 | 3 | -3 | 7 | 1513 | 0 | 93 | 6 | 0.65
CN(c1ccccc1C(=O)Nc1ccc(S(=O)(=O)N2CCOCC2)cc1)S(=O)(=O)c1ccccc1 | 1.9 | -4 | 1 | -4 | 2 | 3 | 1331 | -3 | 113 | -13 | 0.6

Given as labelled records: entries from further up.
O=S(=O)(c1ccc(NC(=S)NN=C2CCCCC2)cc1)N1CCOCC1
  RAM network inh: 0.6 | PPARg SRC2 recr: 8 | S1P3 antag: -8 | PPARg SRC-3 ag: 1 | STAT1 blocker: -1 | PPARg SRC1 recr: 4 | TR-FRET SRC-2 ct: 1738 | TLR4 MyD88 comp: -3 | STAT3 act: 101 | STAT3 blocker: 2 | ROMK mod: 0.78

COc1cc(NC(=O)c2cc3ccccc3o2)c(OC)cc1Cl
  RAM network inh: 3.8 | PPARg SRC2 recr: -2 | S1P3 antag: 4 | PPARg SRC-3 ag: -5 | STAT1 blocker: 1 | PPARg SRC1 recr: 5 | TR-FRET SRC-2 ct: 1493 | TLR4 MyD88 comp: -5 | STAT3 act: 154* | STAT3 blocker: -57 | ROMK mod: nt

CSc1ccc(/C=C/C(=O)c2ccc(NC(=O)C(C)C)cc2)cc1
  RAM network inh: 10* | PPARg SRC2 recr: 8 | S1P3 antag: nt | PPARg SRC-3 ag: 0 | STAT1 blocker: 0 | PPARg SRC1 recr: -5 | TR-FRET SRC-2 ct: 1546 | TLR4 MyD88 comp: 2 | STAT3 act: 94 | STAT3 blocker: 14 | ROMK mod: 0.51

C#CCNC(=O)C1=C[C@@H](C(C)(C)C)C[C@@H](OCc2ccc(CO)cc2)O1
  RAM network inh: 2.1 | PPARg SRC2 recr: 5 | S1P3 antag: -4 | PPARg SRC-3 ag: 3 | STAT1 blocker: 3 | PPARg SRC1 recr: 1 | TR-FRET SRC-2 ct: 1573 | TLR4 MyD88 comp: -3 | STAT3 act: nt | STAT3 blocker: nt | ROMK mod: nt
